Screens from PubChem BioAssay.
AmpC inh det = inhibitors of E. coli AmpC beta-lactamase with detergent; P00811; actives 0.09% (n = 71,000); purified AmpC, nitrocefin hydrolysis with detergent; AID 584; Potency, µM (doses to about 28.7 µM), inactives show at the highest dose activity change, negative = inhibition; active = well fitted curve in the direction sought with a large enough effect
Target sequence (P00811 whole entry, looked up): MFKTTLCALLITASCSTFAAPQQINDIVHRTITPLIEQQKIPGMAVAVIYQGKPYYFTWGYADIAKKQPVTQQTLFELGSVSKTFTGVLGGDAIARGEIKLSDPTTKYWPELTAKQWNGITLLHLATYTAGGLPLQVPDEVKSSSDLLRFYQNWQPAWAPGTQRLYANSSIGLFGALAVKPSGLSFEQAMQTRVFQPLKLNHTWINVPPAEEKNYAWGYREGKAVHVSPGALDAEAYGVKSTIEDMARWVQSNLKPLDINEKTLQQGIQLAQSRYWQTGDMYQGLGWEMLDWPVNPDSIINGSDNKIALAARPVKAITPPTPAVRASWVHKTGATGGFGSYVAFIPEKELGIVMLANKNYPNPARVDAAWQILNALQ
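E. coli AmpC (5.3 nM) in 20 mM phosphate pH 7.0 with 0.01% Triton X-100, preincubated 15 min RT with compound; nitrocefin (2 uL of 800 uM stock) hydrolysis followed by 480 nm absorbance every 20 s over 4 min.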
Starred values were filed as active, the others as inactive; [ ] = remark or other dose. % is set by controls: 0 for no effect and ±100 for the full control effect; potency is the fitted concentration of half-maximal effect.

Molecule	AmpC inh det
COc1ccc2c(c1)[n+]([O-])c(/C(C)=N/NC(N)=S)c(C)[n+]2[O-]	-1.5%[5.75 µM]
COc1cc(OC)c(Nc2cc(C)nc3nc(C)nn23)cc1Cl	7.0%
COC(=O)c1c(-c2ccncc2)csc1NC(=O)c1ccoc1C	-5.2%
C=CCn1c(COc2ccccc2)nnc1SCC(=O)Nc1ccc2c(c1)OCCO2	-1.3%
CCC(=O)Nc1nc2ccccc2n1CCN(CC)CC	-2.9%
Oc1ccc(Cl)cc1-c1cc(-c2ccccc2)n[nH]1	18.7%
Nc1[nH]c(=S)[nH]c(=O)c1N=Nc1c(Br)cc(S(N)(=O)=O)cc1Br	-1.1%[5.75 µM]
CCOC(=O)Nc1cc(C(=O)OCC)c(C)nc1C	-1.5%
Cc1nc(N2CCOCC2)[nH]c(=O)c1CCC(C)C	-3.8%
Cn1c(=O)c(C(=O)Nc2ncccc2O)c(O)c2ccccc21	-6.8%
COC(=O)c1cn(CC(=O)NCc2ccco2)c2ccccc12	-6.0%
CCn1c(CC(C)C)n[nH]c1=S	-1.6%
COc1ccc(CN(C(=O)c2cccs2)c2nccs2)cc1OC	-4.7%
CC(C)CC(=O)Nc1cccc(-c2nc3ccccc3o2)c1	15.2%
C[C@@H](CCC(=O)O)C(=O)O	-1.2%[5.75 µM]
CC1CC(N(C(=O)c2ccco2)c2ccccc2)c2ccccc2N1 (configuration not stated)	0.8%
COCC(C)n1c(COc2ccccc2F)nnc1SCc1c(C)noc1C (configuration not stated)	1.6%
Cc1c(CN(C)C(=O)CSc2nc(-c3ccco3)cc(C(F)(F)F)n2)cnn1C	-1.5%
O=C1NCCN1C(=O)c1cccc(Cl)c1	-2.5%
Cc1ccc(CCNC(=O)CCNS(=O)(=O)c2ccc3c(c2)c(=O)n(C)c(=O)n3C)cc1	9.7%

Overlap with the part before: 2 entries, followed by the next part.
Molecule	AmpC inh det
O=C1NCCN1C(=O)c1cccc(Cl)c1	-2.5%
Cc1ccc(CCNC(=O)CCNS(=O)(=O)c2ccc3c(c2)c(=O)n(C)c(=O)n3C)cc1	9.7%
COc1ccc(-c2ccc(-c3noc(-c4ccccc4C)n3)c(OC)n2)cc1	1.0%
O=C(NC(Cc1ccccc1)C(=O)NCc1ccccn1)c1ccco1 (configuration not stated)	-4.0%
O=C(CCCCn1c(=O)c2ccccc2n(Cc2ccc(Cl)cc2)c1=O)NCc1ccco1	10.8%
COc1ccc(OC)c(C2C(C(=O)N(C)C)=C(C)Nc3nc4ccccc4n32)c1 (configuration not stated)	-3.6%
CCCCn1c(Cl)nc2c1c(=O)n(C)c(=O)n2C	12.0%
O=C1CCCc2c1[nH]c1ccc(Br)cc21	-2.4%
CCOc1ccc(C(=O)N2CCN(C(=O)c3ccco3)CC2)cc1OCC	-3.0%
Cc1cccc2c(=O)oc(-c3ccc4c(c3)C(=O)N(CC3CCCO3)C4=O)nc12 (configuration not stated)	-1.1%
COCCOCC(O)CN1CCN(c2ccccc2)CC1 (configuration not stated)	-3.3%
O=C(Nc1ccc(N2CCOCC2)cc1)Nc1ccc2nc(-c3ccco3)c(-c3ccco3)nc2c1	-1.6%
O=S(=O)(c1cccc2cccnc12)N1CCOCC1	-1.1%
CCn1nccc1C(=O)NC1=C(C#N)CCC1	-4.7%
COc1ccc(Br)cc1-c1nc(C)c(C(C)=O)n1O	-5.6%
O=C(Nc1ccc(Br)cc1F)c1sccc1-n1cccc1	1.0%
COC(=O)c1ccc(-n2nnnc2SCC(=O)Nc2cc(OC)ccc2OC)cc1	-2.1%
CCCCNC(=O)c1c(C)cc(=O)oc1C	1.5%
O=C(Cc1cccs1)Nc1ccon1	-2.5%
O=S(=O)(c1ccc(S(=O)(=O)N2CCCN(Cc3ccccc3)C2)cc1)N1CCCCCC1	12.5%
CCN1CCN(C(c2cc3cccc(C)c3[nH]c2=O)c2nnnn2Cc2ccccc2)CC1 (configuration not stated)	-2.4%
O=C(NCCc1ccccc1)C1CCCN1C(=O)Nc1ccc(F)cc1 (configuration not stated)	-3.4%

In another format: entries from further up
CCCCn1c(Cl)nc2c1c(=O)n(C)c(=O)n2C
  AmpC inh det: 12.0%

O=C1CCCc2c1[nH]c1ccc(Br)cc21
  AmpC inh det: -2.4%

CCOc1ccc(C(=O)N2CCN(C(=O)c3ccco3)CC2)cc1OCC
  AmpC inh det: -3.0%

Cc1cccc2c(=O)oc(-c3ccc4c(c3)C(=O)N(CC3CCCO3)C4=O)nc12 (configuration not stated)
  AmpC inh det: -1.1%

(listing goes on)
Molecule	AmpC inh det
COc1cccc(-c2nn(C)c3sc(C(=O)NCc4ccco4)cc23)c1	-6.9%
O=C(CCCn1c(=S)[nH]c2ccsc2c1=O)NCc1ccco1	13.6%
Cc1ccc2[nH]c(=O)c(C(c3nnnn3CC3CCCO3)N3CCCc4ccccc43)cc2c1 (configuration not stated)	-1.5%
Cn1c(SCC(=O)NC2CCCC2)nc2cccnc21	-6.9%
CS(=O)(=O)N(CC(=O)NCc1ccccn1)c1ccc2c(c1)OCCO2	-2.3%
CCOC(=O)N1CCN(C2=NC3(CCCCC3)C(C#N)C(=O)N2)CC1 (configuration not stated)	-1.1%
O=C(Nc1ccccc1C(=O)OCn1nnc2ccccc2c1=O)c1ccco1	-3.8%
Cc1ccc(CNC(=O)COC(=O)c2c(C)noc2C)cc1	-3.2%
CS(=O)(=O)N1CCC2(CC1)CN(Cc1ccncc1)C2	1.2%
Cc1ccc(-n2nnnc2SCC(=O)NCCC2=CCCCC2)c(C)c1	1.6%
Clc1ccccc1OCCN1CCCCC1	1.1%
C=C(C)CCl	7.8%
O=C(O)c1ccc(NCc2ccc3c(c2)OCO3)cc1	-3.7%
CCCSc1nnc(N2C(=O)CC(c3ccsc3)C3=C2CCCC3=O)s1 (configuration not stated)	2.6%
COc1ccc(OC)c(C2C(C#N)=C(N)Oc3c2c(C)nn3-c2ccc(C)cc2)c1 (configuration not stated)	-3.3%
CCN(CC)CCNC(=O)c1cc(Br)c(N)cc1OC	-1.7%[12.8 µM]
O=S(=O)(c1cccs1)N1CCN(c2ncccn2)CC1	-0.2%
Cc1ccc(-n2c(C)cc(C(=O)CSc3nnnn3C)c2C)cc1	-3.6%
O=c1c(-c2ccc3c(c2)OCCO3)coc2c(CN3CCOCC3)c(O)ccc12	12.3%
CCCCC(=O)c1c(O)c2ccccc2oc1=O	-4.1%
Cc1ccc(-c2nc3ncccn3c2NC2CCCC2)o1	-1.8%
CCCCCCCNS(=O)(=O)c1cccc2c(Cl)cccc12	3.9%
COC(=O)c1ccc(NS(=O)(=O)c2ccc(OC)cc2)cc1	-4.0%
Nc1ccc(Br)cc1	6.0%
CC(=O)c1ccc(NC(=O)C2CCCNC2=O)cc1 (configuration not stated)	-3.0%
COc1cccc(-c2nc3n(n2)C(c2ccccc2Cl)C(C(N)=O)=C(C)N3)c1 (configuration not stated)	7.8%
CC1Cc2ccccc2N1C(=O)CSC1=NCCS1 (configuration not stated)	-1.4%
CC(C)(C)n1nnnc1C(c1cccs1)N1CCCC2(CCCCC2)C1 (configuration not stated)	-0.9%
CCc1nnc(-n2nc(C)cc2-c2ccccc2)n1N	0.2%
COc1nnc(-c2ccc(N3CCCCC3)c(N)c2)c2ccccc12	-3.8%
CCCCn1c(-c2ccsc2)nc2c1c(=O)[nH]c(=O)n2CCC	-0.8%
CC(C)Oc1ccc(NC(=O)C2CCCNC2=O)cc1 (configuration not stated)	9.8%
CCc1ccc2[nH]c(=O)c(CN(Cc3ccc(OC)cc3)Cc3nnnn3CCOC)cc2c1	13.9%
CCCOC(=O)C1=C(C)NC2=C(C(=O)C(C(=O)OC)C(C)C2)C1c1ccc(N(C)C)cc1 (configuration not stated)	0.2%
CCN(CCO)C1CC(=O)N(c2ccccc2C)C1=O (configuration not stated)	1.9%
CN(C)S(=O)(=O)c1cccc(-c2nnc(SCc3ccc4c(c3)OCCO4)o2)c1	1.1%
CC1CCCN(C(=O)C2CCN(CC3CC=CCC3)CC2)C1 (configuration not stated)	-1.9%
CC(=O)N=c1cccc(NC(C)=O)n1O	5.9%
O=C(Oc1cccc2ccccc12)c1ccco1	-1.6%
c1ccn2c(Cc3nnc4ccccn34)nnc2c1	0.8%
Cc1ccc(N2CC(C(=O)N3CCc4ccccc43)CC2=O)cc1 (configuration not stated)	-4.6%
O=C(C1CCCN(S(=O)(=O)c2ccccc2)C1)N1CCN(c2ncccn2)CC1 (configuration not stated)	11.9%
N#C/C(=C\c1ccco1)Sc1nc2ccccc2s1	-1.9%
N#Cc1ccccc1-c1ccc2ncnc(NCCN3CCOCC3)c2c1	6.9%
COC(=O)c1ccccc1NC(=O)N1CCN(C(=O)c2ccco2)CC1	-2.0%
O=C1CSC(c2ccccn2)N1c1cccc(Cl)c1 (configuration not stated)	1.3%
COc1cccc(-n2nnc3c(=O)n(CC(=O)NC4CCCC4)cnc32)c1	-2.1%
CSc1nc2ccccc2n1C(=O)NC1CCCCC1	11.3%
Cc1ccccc1NC(=O)CCN1CCN(C/C=C/c2ccccc2)CC1	-3.4%
O=C(c1ccccn1)N1CCN(c2ccc(C(F)(F)F)cn2)CC1	0.6%
C(CCc1nnc2c(n1)CCCC2)Cc1nnc2c(n1)CCCC2	-2.8%[5.75 µM]
O=C(c1ccsc1)N1CCN(C(=O)c2cccs2)CC1	7.9%
ClCCOCCCl	9.7%
COc1ccccc1NC(=O)c1ccc(CN2CCOCC2)cc1	5.2%
CCOC(=O)c1ccc(NC(=O)Nc2ccc3c(c2)OCCO3)cc1	-4.3%
CCn1cc(C(=O)N2CC(C)CC(C)C2)c(=O)c2cc(S(=O)(=O)N3CCOCC3)ccc21 (configuration not stated)	-3.8%
Cn1nnc2c(NCc3ccco3)nccc21	9.1%
Cn1c(=O)c2cn(-c3ccc4c(c3)OCCO4)cc2n(C)c1=O	-2.3%
CCn1c(CC(=O)Nc2ccccc2F)nnc1SCC(=O)N1CCN(c2ccccc2)CC1	-5.4%
O=C(c1cccc(N2C(=O)C3CC=CCC3C2=O)c1)N1CCN(c2ccccc2)CC1 (configuration not stated)	-1.3%

The results go on.
Molecule	AmpC inh det
Cc1nc(C)c(C(=O)NCc2ccccc2Cl)o1	-2.5%
Cc1nnc2sc(-c3ccc(NC(=O)c4ccc(-c5ccc(Cl)cc5Cl)o4)cc3)nn12	-5.2%
COc1ccc(C(C)=O)c(OC(=O)c2ccc(OC)c(OC)c2)c1	-12.4%
Nc1ncnc2c1ncn2[C@@H]1O[C@@H](COP(=O)(O)OP(=O)(O)OP(=O)(O)OP(=O)(O)OC[C@@H]2O[C@@H](n3cnc4c(N)ncnc43)[C@@H](O)[C@H]2O)[C@H](O)[C@@H]1O	-4.7%
Nc1sccc1C(=O)c1ccc(Cl)cc1	-4.5%
COc1cccc(-c2ccc3ncnc(N4CCN(C)CC4)c3c2)c1	7.7%
COc1ccccc1NS(=O)(=O)c1ccc(Br)s1	-4.7%
COc1cc(/C=C\c2ccc(OC)cc2OC)cc(OC)c1	6.2%
CC(=O)c1ccc(Cl)c(Cl)c1Cl	10.4%
CCCC/C=C/[C@@H](NP(=O)(c1ccccc1)c1ccccc1)c1ccccc1OC	-0.2%
CC(C)CNS(=O)(=O)c1ccc(S(=O)(=O)N2CCN(CCC#N)CC2)cc1	5.2%
O=C1OCCC1Sc1nnc(-c2ccco2)o1 (configuration not stated)	-0.5%
O=C(CCC(=O)c1cccs1)OCC(=O)N1CCN(C(=O)c2ccco2)CC1	-0.1%
COC(=O)c1cc(-c2ccc(Br)cc2)on1	11.0%
CCCCOc1ccc(OCCCC)c2c1NC1(N2)C(=O)N(C(C)=O)c2ccccc21	2.3%
Cn1nnnc1SCC(=O)NCc1ccco1	13.4%
CCOC(=O)Cn1c(=O)oc2cc(S(=O)(=O)N3CCn4c3nc3ccccc34)ccc21	9.7%
CN1CCC(=C2c3ccccc3Sc3ccccc32)CC1	-3.3%[12.8 µM]
Cc1cc2c(c(=O)n1Cc1ccc3c(c1)OCO3)C(c1cccnc1)C(C#N)=C(N)O2 (configuration not stated)	12.7%
CCc1ccc(Cn2nnc(C(=O)NCc3ccccc3OC)c2N)cc1	14.7%
Cc1ccc(-n2ncc3c(=O)[nH]c(SCC(=O)N4CCCc5ccccc54)nc32)cc1	-4.1%
COCCCn1c(-c2ccsc2)nc2c1c(=O)[nH]c(=O)n2Cc1ccccc1	-2.4%
CCOC(=O)N1CCN(c2c(N3CCN(c4cccc(C(F)(F)F)c4)CC3)c(=O)c2=O)CC1	-5.0%
Cc1cccc(CCNC(=O)CN(C)S(=O)(=O)c2ccc3c(c2)c(=O)n(C)c(=O)n3C)c1	13.9%
O=C(Cn1ncc2c(=O)oc3ccccc3c21)Nc1nc2ccccc2s1	-2.8%
COc1cccc(Nc2ncc3ncc(=O)n(C)c3n2)c1	-6.1%
CCn1c2ccccc2c2nnc(SCC(=O)Nc3ncccn3)nc21	-2.2%
COc1ccccc1NC1C=CS(=O)(=O)C1 (configuration not stated)	5.7%
Cc1ccccc1NC(=O)Cn1c(C)nc2ccc(NC(=O)C3CC3)cc2c1=O	12.2%
O=C(c1ccco1)N1CCC[C@@]2(CCN(c3ncccn3)C2)C1	-1.4%
CC(C)N(C(=O)Cn1cnc2c(cnn2-c2ccccc2Cl)c1=O)C(C)C	1.0%
COc1cc(NC(=O)c2ccccc2)cc(OC)c1	1.1%

The list is partial; the hit share may differ from the screen's.
